# FXIa inh 1536: blocks human coagulation factor XIa protease activity; inhibition, % at 5 µM; P03951; AID 798; purified FXIa, Boc-Glu-Ala-Arg-AMC fluorogenic substrate; hit rate 0.14% among 220,000;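 active = inhibition of at least 40%; inactive = inhibition below 40%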;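 note: fluorescence of freed AMC excited at 355 nm; 0% = enzyme without compound and 100% = no enzyme blank; many of its hits are not listed in these tables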
# Target sequence (P03951 19-387 limits assumed): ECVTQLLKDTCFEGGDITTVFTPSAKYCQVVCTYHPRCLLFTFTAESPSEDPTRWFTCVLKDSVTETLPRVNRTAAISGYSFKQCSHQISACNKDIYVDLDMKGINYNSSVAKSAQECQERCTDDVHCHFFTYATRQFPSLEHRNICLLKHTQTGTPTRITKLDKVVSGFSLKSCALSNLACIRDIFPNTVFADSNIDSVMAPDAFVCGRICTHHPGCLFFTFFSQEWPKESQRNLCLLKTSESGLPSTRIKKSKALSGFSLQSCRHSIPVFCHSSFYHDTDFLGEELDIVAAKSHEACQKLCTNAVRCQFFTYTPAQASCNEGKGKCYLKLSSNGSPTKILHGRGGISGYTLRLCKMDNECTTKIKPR
# Target sequence (P03951 388-625 limits assumed): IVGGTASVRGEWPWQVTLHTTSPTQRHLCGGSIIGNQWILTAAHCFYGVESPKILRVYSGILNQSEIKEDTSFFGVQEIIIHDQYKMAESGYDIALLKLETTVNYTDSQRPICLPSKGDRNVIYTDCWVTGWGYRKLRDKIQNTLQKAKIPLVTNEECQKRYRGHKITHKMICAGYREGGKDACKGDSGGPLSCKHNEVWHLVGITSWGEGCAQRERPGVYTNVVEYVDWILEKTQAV
# FXIIa inh 1536: factor XIIa (human) inhibition | P00748 | purified FXIIa, Boc-QGR-AMC fluorogenic substrate, 2 h | inhibition, % at 5 µM | hit rate 0.3% among 220,000; in the data active = inhibition above about 40%;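 note: 0% = enzyme with no compound and 100% = blank without enzyme; many of its hits are not listed in these tables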
# Rad51 HR inh: Rad51 (human) homologous recombination inhibition. Q06609. hRad51 DNA strand exchange, fluorescence dequenching. inhibition, % at 10 µM. hit rate 0.085% among 200,000. AID 1385;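 active = inhibition above 40% at the single screening dose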;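 note: 0% = DMSO control wells and 100% = blanks with heterologous ssDNA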
#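 Material: hRad51 filaments on single-stranded DNA; Reagent: Donor/quencher-labelled 47-bp dsDNA substrate; Compound: 10 µM final, single point; Schedule: 37 °C 15-min filament assembly, 30-min compound preincubation, 15-min exchange; Technique: FRET fluorescence, excitation 485 nm, emission 520 nm; Benchmarks: control wells and blank wells on each plate.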
# eIF4E 4G PPI: blocks eIF4E binding to eIF4G | inhibition, % at 21.7 µM | AID 782 | P63073+Q04637 | TR-FRET eIF4E-eIF4GI(517-606) binding, 2 h | hit rate 0.37% among 220,000;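 active = inhibition above about 30%, limit read from the data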;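 note: 0% = full FRET control wells and 100% = background wells lacking eIF4GI fragment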
# hK5 inh: inhibitors of human kallikrein 5 | inhibition, % at 5 µM | hit rate 0.59% among 210,000 | recombinant hK5, fluorogenic AMC substrate cleavage;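 active = inhibition of 40% or more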;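 note: 0% = enzyme controls without compound and 100% = no-enzyme blanks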
# p97 inhibitor: human p97 ATPase inhibition; P55072; recombinant p97 ATPase, Kinase-Glo ATP luminescence, 3 h; inhibition, % at 8 µM; hit rate 0.42% among 220,000; AID 1481; in the data active = inhibition above about 15%;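 note: 0% = DMSO vehicle and 100% = wells lacking enzyme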
# 14-3-3 Bad inh: disrupts binding of bovine 14-3-3 zeta to phospho-Bad peptide | inhibition, % at 21.7 µM | AID 781 | hit rate 0.71% among 220,000 | P63103 | TR-FRET 14-3-3zeta/Dy647-pBad peptide displacement, 1 h;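 active = inhibition above about 70%, limit read from the data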;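 note: 0% = full 14-3-3 plus peptide FRET controls and 100% = background without 14-3-3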
# Target sequence (P63103 whole entry, looked up): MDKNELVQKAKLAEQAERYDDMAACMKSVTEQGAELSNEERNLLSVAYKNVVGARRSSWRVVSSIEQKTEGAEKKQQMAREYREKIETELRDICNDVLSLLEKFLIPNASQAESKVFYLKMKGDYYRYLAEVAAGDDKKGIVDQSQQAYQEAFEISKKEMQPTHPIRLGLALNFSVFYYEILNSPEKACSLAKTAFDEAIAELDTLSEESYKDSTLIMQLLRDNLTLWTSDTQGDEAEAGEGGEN
# Mdm2 ligase inh: inhibitors of human Mdm2 E3 ubiquitin ligase | Q00987 | cell-based MDM2 ubiquitination luciferase reporter, 2 h; 0 = plate control, 100 = twice control, blank-subtracted | signal enhancement, % at 5 µM | hit rate 0.11% among 210,000;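 active = signal enhancement of 30% or more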;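 note: luminescence tracks abundance of the self-degrading MDM2-luciferase fusion protein; higher signal means inhibition of MDM2 E3 ligase activity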
#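 Test system: stable mammalian line carrying autodegrading MDM2–luciferase fusion reporter; quantity: 2000 cells in each well; times: 4 h cell settling then 2 h compound exposure, 37 °C; detection: luminescence with SteadyLite reagent, 15 min at room temperature; evaluation: percent signal gain over controls, blank-subtracted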
# Wee1 degr inh: blocks degradation of human Wee1 kinase; P30291; HeLa Luc-Wee1K328M stability, luciferase luminescence; 100% = proteasome inhibitor MG132 effect; reporter increase, % at 5 µM; hit rate 1.2% among 220,000; AID 1321;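 active = activation above the mean of all tested compounds plus 3 SD, set per screening run, cut at about 8.8% in these data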;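 note: cells exposed to compound for 20 h before luminescence read; 0% = DMSO alone and 100% = MG132 at 30 µM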
# Active calls of the source: *; x = not tested or not shown; [ ] = dose if it differs, or a comment. These rows are one share of the data; count on the stated rates, not on these rows.
No.	Molecule	FXIa inh 1536	FXIIa inh 1536	Rad51 HR inh	eIF4E 4G PPI	hK5 inh
1	NS(=O)(=O)c1ccc(N=Cc2c(O)n(C3CCCCC3)c(=O)n(C3CCCCC3)c2=O)cc1	1	9	x	-4	14
2	CCN1CC=C(c2c[nH]c3ccccc23)CC1	-1	5	-2	7	-4
3	CC1CCCN(C(=O)CCl)C1 (stereo not given)	-3	2	3	8	-12
4	COc1ccc(C2=NCC(=O)N(CC(=O)NCc3ccco3)c3sc4c(c32)CCCC4)cc1OC	-1	-6	1	-16	0
5	CCOc1ccc(-n2c(O)c(C=Nc3ccc(N4CCOCC4)cc3)c(=O)[nH]c2=O)cc1	3	1	-8	1	-19
6	O=c1[nH]c(=S)n(-c2ccc(Br)cc2)c(O)c1C=Nc1ccc(N2CCOCC2)cc1	2	12	-359	4[fluorescence artefact?]	6
7	FC(F)(F)c1cccc(-n2nnnc2C2(N3CCOCC3)CCCCC2)c1	11	14	x	6	0
8	Nc1cccc(N=Cc2c(O)n(Cc3ccc(F)cc3)c(=O)[nH]c2=O)c1	-3	2	-7	3	11
9	S=C1NCCN1	-11	-1	-8	-2	-17
10	Nc1c(C(=O)NCCCc2ccccc2)c2nc3ccccc3nc2n1Cc1cccs1	22	20	-3	1	-63

No.	p97 inhibitor	14-3-3 Bad inh	Mdm2 ligase inh	Wee1 degr inh
1	5	4	-74	-1
2	5	-9	-5	1
3	-4	-13	6	-5
4	2	9	-6	0
5	4	-18[fluorescence artefact?]	-5	-1
6	1	-22[fluorescence artefact?]	-7	-2
7	-8	3	-4	-4
8	6	3	-23	-1
9	-3	-3	x	-1
10	-1	11	-5	2

# (further entries)
No.	Molecule	FXIa inh 1536	FXIIa inh 1536	Rad51 HR inh	eIF4E 4G PPI	hK5 inh
11	Cc1c(C(c2ccccc2Cl)c2c(O)c3ccccc3oc2=O)c(=O)n(-c2ccccc2)n1C (stereo not given)	-5	-2	3	8	-19
12	O=C1CN=C(c2ccc(Br)cc2)c2oc3ccccc3c2N1	-6	-1	-5	-20	-25
13	Cc1nn(Cc2ccccc2)c(C)c1C(=O)NCc1ccccc1	2	6	6	1	4
14	COc1cc(/C=N/NC(=O)CN2CC(c3ccccc3)CC2=O)ccc1OC(=O)N(C)C (stereo not given)	-5	7	0	-11	-18
15	C/C=C1/CC(C)C(C)(O)C(=O)OCC2CCN3CCC(OC1=O)C23 (stereo not given)	3	15	0	2	6
16	CCOc1ccc(C2SCC(=O)Nc3c2c(=O)[nH]n3C2CCCCCC2)cc1 (stereo not given)	-27	-29	1	0	1
17	c1ccc2cc(CC3=NCCN3)ccc2c1	2	-4	4	-6	0
18	O=P(c1ccccc1)(c1ccccc1)N1CCCCC1	5	11	10	0	4
19	C/C=C1/CN2C3CC1C(CO)(C(=O)OC)C2Cc1c3n(C)c2ccccc12 (stereo not given)	6	11	5	-15	7
20	NC12CN3CN(CN(C3)C1)C2 (tested in a mixture with another compound)	8	14	-1	2[fluorescence artefact?]	-15

No.	p97 inhibitor	14-3-3 Bad inh	Mdm2 ligase inh	Wee1 degr inh
11	-3	-4	1	0
12	-8	6	-10	-2
13	0	-3	-2	6
14	0	-9	-9	2
15	-4	-5	-31	2
16	4	-11	-10	-2
17	4	-5	-14	1
18	5	7	3	-3
19	x	-6	-24	x
20	2	-11[fluorescence artefact?]	-8	0

# Entries by screen from the list.
# FXIIa inh 1536, entries 11–17 → -2, -1, 6, 7, 15, -29, -4
# 14-3-3 Bad inh, entries 11–17 → -4, 6, -3, -9, -5, -11, -5
# hK5 inh, entries 11–17 → -19, -25, 4, -18, 6, 1, 0

# Later entries
No.	Molecule	FXIa inh 1536	FXIIa inh 1536	Rad51 HR inh	eIF4E 4G PPI	hK5 inh
21	COC(=O)CC1(Cc2ccccc2)C(=O)NC(=O)NC1=O	12	20	0	1	16
22	CC1CCN(C(=O)c2ccc(N3CC4CC(C3)c3cccc(=O)n3C4)c([N+](=O)[O-])c2)CC1 (stereo not given)	4	12	4	1[fluorescence artefact?]	-21
23	COC(=O)N(c1ccc(OC)cc1)P1(=S)OCCC(C)O1 (stereo not given)	2	-9	2	12[fluorescence artefact?]	-4
24	CCCn1cc(CN2CCCC(C(=O)c3cccc(OC)c3)C2)c(C)n1 (stereo not given)	32	75*	-9	-1	21
25	CCC(=NCc1ccco1)c1c(O)n(-c2ccc(OC)cc2)c(=O)[nH]c1=O	-6	-8	-10	2	6
26	Oc1c(Br)cc(Br)cc1CN1CCN(Cc2ccccc2)CC1	-4	-3	-3	6[fluorescence artefact?]	12
27	N#CC1=C(N)Oc2c(c(=O)oc3ccccc23)C1c1ccncc1 (stereo not given)	17	26	4	-17	4
28	C=CCn1c(O)c(C(C)=NCCN2CCN(C(=S)NC)CC2)c(=O)[nH]c1=O	-2	4	x	-1	-1
29	O=C(N/N=C/c1c(O)n(-c2cccc3ccccc23)c(=O)[nH]c1=O)c1ccncc1	3	14	-71	0	-13
30	COc1cccc(N=Nc2c(O)[nH]c(=S)[nH]c2=O)c1	7	16	1	1	-8

No.	p97 inhibitor	14-3-3 Bad inh	Mdm2 ligase inh	Wee1 degr inh
21	3	9	-15	-2
22	5	-11	-7	4
23	1	25[fluorescence artefact?]	3	0
24	-9	-1	-14	0
25	1	3	-28	-1
26	0	62	-4	-2
27	5	6	-26	-3
28	1	-17	-2	-1
29	-1	-2	-10	-1
30	-4	1	-7	2

# (next part)
No.	Molecule	FXIa inh 1536	FXIIa inh 1536	Rad51 HR inh	eIF4E 4G PPI	hK5 inh
31	O=C1C2CCN(CC2)[C@@H]1Cc1ccc2ccccc2c1O	-7	-1	-9	-4	-35
32	CCC1CCCCN1CC(=O)c1ccc(OC(F)F)cc1 (stereo not given)	-3	5	0	1[fluorescence artefact?]	-5
33	CN(C)c1cc(N)c2c(n1)CCC2 (tested in a mixture with another compound)	-3	5	-1	-17	-4
34	C=C(COC(=O)CCC(=O)O)CC1CC(O)[C@]2(C)OC3CC4OC5C[C@]6(C)O[C@]7(C)CCC8OC9C[C@]%10(C)OC%11C(C)=CC(=O)OC%11CC%10OC9C[C@@H](C)C8OC7CC6O[C@]5(C)C/C=C\C4OC3CC2O1 (stereo not given in full)	2	17	12	-11	6
35	CCN1C(=O)NC(=O)/C(=C/c2cc(C)n(-c3sc(C)c(C)c3C#N)c2C)C1=O	-4	9	-5	3	-14
36	CCCCNC(=O)Nc1ccc(C(O)(C(=O)OCC)C(F)(F)F)cc1 (stereo not given)	-3	0	-2	-3	16
37	Cc1nc2c(C(=O)N3CCC4(CC3)OCCO4)cnn2c(C)c1Cc1cccc(Cl)c1	-9	-1	8	0	-19
38	Cn1c(=O)c2nncnc2n(C)c1=O	-2	2	x	-3	-12
39	CC(=O)N1CCN(c2ccc(N=Cc3c(O)n(-c4ccc(Cl)cc4)c(=O)[nH]c3=O)cc2)CC1	9	15	1	7	59*
40	Cc1cc(C)cc(NC2=NCCCS2)c1	0	6	-8	2	-1

No.	p97 inhibitor	14-3-3 Bad inh	Mdm2 ligase inh	Wee1 degr inh
31	-1	-5[fluorescence artefact?]	-3	0
32	3	8	-17	-2
33	3	-5	x	-2
34	x	2	-9	x
35	-3	3	-28	0
36	1	5	-14	0
37	0	-7	-9	1
38	5	-14[fluorescence artefact?]	-11	-2
39	5	-14	-22	1
40	6	5	-9	2

# More structures follow.
No.	Molecule	FXIa inh 1536	FXIIa inh 1536	Rad51 HR inh	eIF4E 4G PPI	hK5 inh
41	COc1cccc(C2(C#N)CCN(C)CC2)c1	1	9	12	4	10
42	Cc1ccc2c(c1)c(=O)c1c3n2CCN(CC2CO2)C3CC1 (stereo not given)	-5	7	x	3	11
43	CCN(CC)c1ccc(N=Cc2c(O)n(-c3cc(OC)ccc3OC)c(=O)[nH]c2=O)cc1	-3	4	-7	1	-10
44	O=C1CC2OCC=C3CN4CCC56c7cc([N+](=O)[O-])ccc7N1C5C2C3CC46 (stereo not given)	-7	4	1	11	-6

No.	p97 inhibitor	14-3-3 Bad inh	Mdm2 ligase inh	Wee1 degr inh
41	7	-22	3	-4
42	0	3	-8	-1
43	3	-27	-1	6
44	4	26	-13	-3

# A different layout for 14 compounds above.
# Fields – FXIa inh 1536 | FXIIa inh 1536 | Rad51 HR inh | eIF4E 4G PPI | hK5 inh | p97 inhibitor | 14-3-3 Bad inh | Mdm2 ligase inh | Wee1 degr inh
31) O=C1C2CCN(CC2)[C@@H]1Cc1ccc2ccccc2c1O
  -7 | -1 | -9 | -4 | -35 | -1 | -5[fluorescence artefact?] | -3 | 0
32) CCC1CCCCN1CC(=O)c1ccc(OC(F)F)cc1 (stereo not given)
  -3 | 5 | 0 | 1[fluorescence artefact?] | -5 | 3 | 8 | -17 | -2
33) CN(C)c1cc(N)c2c(n1)CCC2 (tested in a mixture with another compound)
  -3 | 5 | -1 | -17 | -4 | 3 | -5 | x | -2
34) C=C(COC(=O)CCC(=O)O)CC1CC(O)[C@]2(C)OC3CC4OC5C[C@]6(C)O[C@]7(C)CCC8OC9C[C@]%10(C)OC%11C(C)=CC(=O)OC%11CC%10OC9C[C@@H](C)C8OC7CC6O[C@]5(C)C/C=C\C4OC3CC2O1 (stereo not given in full)
  2 | 17 | 12 | -11 | 6 | x | 2 | -9 | x
35) CCN1C(=O)NC(=O)/C(=C/c2cc(C)n(-c3sc(C)c(C)c3C#N)c2C)C1=O
  -4 | 9 | -5 | 3 | -14 | -3 | 3 | -28 | 0
36) CCCCNC(=O)Nc1ccc(C(O)(C(=O)OCC)C(F)(F)F)cc1 (stereo not given)
  -3 | 0 | -2 | -3 | 16 | 1 | 5 | -14 | 0
37) Cc1nc2c(C(=O)N3CCC4(CC3)OCCO4)cnn2c(C)c1Cc1cccc(Cl)c1
  -9 | -1 | 8 | 0 | -19 | 0 | -7 | -9 | 1
38) Cn1c(=O)c2nncnc2n(C)c1=O
  -2 | 2 | x | -3 | -12 | 5 | -14[fluorescence artefact?] | -11 | -2
39) CC(=O)N1CCN(c2ccc(N=Cc3c(O)n(-c4ccc(Cl)cc4)c(=O)[nH]c3=O)cc2)CC1
  9 | 15 | 1 | 7 | 59* | 5 | -14 | -22 | 1
40) Cc1cc(C)cc(NC2=NCCCS2)c1
  0 | 6 | -8 | 2 | -1 | 6 | 5 | -9 | 2
41) COc1cccc(C2(C#N)CCN(C)CC2)c1
  1 | 9 | 12 | 4 | 10 | 7 | -22 | 3 | -4
42) Cc1ccc2c(c1)c(=O)c1c3n2CCN(CC2CO2)C3CC1 (stereo not given)
  -5 | 7 | x | 3 | 11 | 0 | 3 | -8 | -1
43) CCN(CC)c1ccc(N=Cc2c(O)n(-c3cc(OC)ccc3OC)c(=O)[nH]c2=O)cc1
  -3 | 4 | -7 | 1 | -10 | 3 | -27 | -1 | 6
44) O=C1CC2OCC=C3CN4CCC56c7cc([N+](=O)[O-])ccc7N1C5C2C3CC46 (stereo not given)
  -7 | 4 | 1 | 11 | -6 | 4 | 26 | -13 | -3
